CDK5 inh – CDK5/p35 (human) kinase inhibition. Q00535+Q15078. Recombinant CDK5/p35, ADP-Glo luminescence, 60 min. inhibition, % at 10 µM. hit rate 0.01% among 330,000. AID 488839;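 active = highest replicate inhibition of at least 50% and at least 75% of replicates reaching 50%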;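 also: plate controls were DMSO neutral control for no effect and GW8510 at 10 µM for full effect; many of its hits are not listed in these tables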
DAGLB inhibitor – diacylglycerol lipase beta (human) inhibition; inhibition, % at 5.17 µM; hit rate 0.059% among 340,000; Q8NCG7; HEK293T DAGLB membrane lysate, EnzChek fluorogenic substrate; in the data active = inhibition above about 34%;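 also: 0% = enzyme with vehicle and 100% = wells lacking enzyme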
Target sequence (Q8NCG7 whole entry, looked up): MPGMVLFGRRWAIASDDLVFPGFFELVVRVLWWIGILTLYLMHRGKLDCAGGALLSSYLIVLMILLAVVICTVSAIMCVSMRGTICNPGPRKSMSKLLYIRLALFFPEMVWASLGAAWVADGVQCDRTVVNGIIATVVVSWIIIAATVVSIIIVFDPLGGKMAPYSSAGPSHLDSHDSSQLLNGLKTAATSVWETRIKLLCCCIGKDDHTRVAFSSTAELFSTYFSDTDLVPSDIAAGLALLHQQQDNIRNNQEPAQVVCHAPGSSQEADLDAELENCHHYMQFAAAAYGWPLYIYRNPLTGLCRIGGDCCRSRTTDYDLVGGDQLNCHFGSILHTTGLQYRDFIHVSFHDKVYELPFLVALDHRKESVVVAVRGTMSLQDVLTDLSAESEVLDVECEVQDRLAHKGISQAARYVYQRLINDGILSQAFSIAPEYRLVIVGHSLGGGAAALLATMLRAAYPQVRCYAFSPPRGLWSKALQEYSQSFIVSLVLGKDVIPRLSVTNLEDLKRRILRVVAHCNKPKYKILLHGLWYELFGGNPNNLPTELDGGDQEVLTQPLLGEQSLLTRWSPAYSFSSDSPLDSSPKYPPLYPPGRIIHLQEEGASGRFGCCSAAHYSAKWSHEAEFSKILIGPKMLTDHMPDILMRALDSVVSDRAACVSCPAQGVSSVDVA
phage Ecoli inh – E. coli growth loss with phage present. hit rate 0.26% among 360,000. growth absorbance. inhibition, % at 11.9 µM; in the data active = inhibition above about 11%
Ecoli viability – bacterial growth inhibition, counter-screen for AddAB inhibitors; hit rate 0.27% among 330,000; E. coli V3065 growth, OD600 absorbance, 18 h; inhibition, % at 11.9 µM; AID 449728;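 active = inhibition above the campaign's mean inhibition across all tested compounds plus 3 SD, cut at about 9.9% in these data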;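 also: uninfected addAB+ strain grown without phage in ampicillin broth; 0% = DMSO wells and 100% = ciprofloxacin 0.95 µg/ml wells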
Tat export inh – E. coli Tat transport inhibition | E. coli MC4100 TorA-mCherry Tat export, fluorescence | hit rate 0.036% among 340,000 | AID 488895 | inhibition, % at 10 µM;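 active = mean replicate inhibition at least 50% and at least half of replicates individually reaching 50%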;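 also: exported cargo escapes ClpAP degradation while cytoplasmic cargo is degraded and loses fluorescence; 0% = median of neutral control wells and 100% = median of NaSCN control wells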
PKA-R2B act – PKA-R2B complex activation; P22694+P31323; PKA-R2B holoenzyme dissociation, Cy5-IP20 fluorescence polarization; R2B truncated from residue 108, S112A mutant; 0% DMSO only, 100% 113 µM cGMP; activation, % at 11.4 µM; hit rate 0.079% among 340,000; AID 504700;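 active = activation above a cutoff set at the mean over all compounds plus 3 SD, cut at about 18% in these data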;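 also: higher means more holoenzyme dissociation and a rise in polarization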
Target sequence (P31323 whole entry, looked up, other chains not shown, the tested form may be a part): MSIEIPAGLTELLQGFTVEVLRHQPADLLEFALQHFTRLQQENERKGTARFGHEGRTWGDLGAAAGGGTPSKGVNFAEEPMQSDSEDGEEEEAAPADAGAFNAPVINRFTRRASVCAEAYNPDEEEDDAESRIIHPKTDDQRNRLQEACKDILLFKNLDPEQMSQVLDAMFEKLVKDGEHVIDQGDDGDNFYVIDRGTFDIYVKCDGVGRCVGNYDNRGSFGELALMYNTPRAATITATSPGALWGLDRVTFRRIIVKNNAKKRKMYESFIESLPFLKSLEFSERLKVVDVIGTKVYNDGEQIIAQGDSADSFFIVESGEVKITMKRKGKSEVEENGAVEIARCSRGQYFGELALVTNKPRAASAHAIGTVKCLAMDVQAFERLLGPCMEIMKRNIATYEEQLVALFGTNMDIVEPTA
HTR5A ag – activates human HTR5A in OPRM1-OPRD1 agonist counter-screen | hit rate 0.61% among 340,000 | P47898 | activation, % at 9.3 µM | AID 504692 | HTR5A agonist assay, luminescence, cell-based; in the data active = activation mostly above about 9.5%, no sharp cut-off; inactive = mostly below about 7.6%;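 also: 0% = cells with vehicle only and 100% = reference agonist; strong numbers were not always called active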
HTR5A inv ag – inverse agonist of human HTR5A in OPRM1-OPRD1 counter-screen; P47898; HTR5A cell line, luminescence, inverse agonism; hit rate 0.083% among 340,000; AID 504634; inhibition, % at 9.3 µM; in the data active = inhibition mostly above about 23%, no sharp cut-off; inactive = mostly below about 18%;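 also: 0% = cells with DMSO and 100% = no-cell wells with DMSO; some compounds called inactive have numbers as strong as hits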
PKA-R1A act – activators of PKA-R1A complex. activation, % at 11.4 µM. P00514+P68181. PKA-R1A dissociation, Cy5-IP20 fluorescence polarization; scaled: DMSO 0%, 113 µM cGMP 100%. hit rate 0.083% among 340,000;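 active = percent activation above the mean of all tested compounds plus 3 SD, cut at about 19% in these data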;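 also: higher means more PKAc released from R1A so a rise in polarization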
SUMO Mot1 rescue – blocks SUMOylation pathway, rescuing yeast Mot1-301 growth. S. cerevisiae Mot1-301 growth rescue, ATP luminescence, 38.5C; percent above DMSO median, 100 means doubled. growth rescue, % at 18.8 µM. hit rate 1% among 320,000. AID 2716;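 active = every valid replicate shows activation above 250% relative to neutral control wells; inactive = the rest, any valid replicate at or below 250%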;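 also: OY570 slx delta 5 strain wells were the positive control but not used for scaling; some compounds called inactive have numbers as strong as hits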
AddAB inh – less growth of phage-infected E. coli with AddAB; E. coli expressing H. pylori AddAB, absorbance growth; hit rate 0.29% among 330,000; inhibition, % at 11.9 µM; in the data active = inhibition above about 12%;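 also: 0% = vehicle wells of infected cells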
* hit, by the source's call; / = no result given. The order is random. About 2.3% of those tested had a hit in this group.

SMILES	CDK5 inh	DAGLB inhibitor	phage Ecoli inh	Ecoli viability	Tat export inh	PKA-R2B act	HTR5A ag	HTR5A inv ag	PKA-R1A act	SUMO Mot1 rescue	AddAB inh
COc1ccc(C(=O)C2CCCN(C(=O)c3ccc(F)cc3)C2)cc1OC (stereo unspecified)	-0.6	-2	1.7	-0.4	0	-8	-3	4	-7	3	3.5
CC(C)Cc1nnc(NC(=O)CCC(=O)NC2CCCCCCC2)s1	0.1	0	2.9	0.9	-4	1	1	8	-22	379	1.7
Cc1ccc(/C=N/NC(=O)c2cccs2)cc1[N+](=O)[O-]	-0.2	-1	3.4	-0.4	-4	4	0	22	-6	0	1.5
O=C(COC(=O)c1n[nH]c2ccccc12)Nc1ccccc1Br	0.5	-2	3.3	-0.4	-7	-6	-2	6	-5	45	-0.3
CCc1cccc(CC)c1NC(=O)NC1CCCCC1	1.0	0	4.2	0.0	-5	5	3	-24	12	12	3.0
COc1cccc(NC(=O)N2CCC(n3nnc4ccccc43)CC2)c1	0.6	1	2.8	1.6	4	-7	1	13	-6	7	0.1
COc1ccc(C(=O)CSc2ncnc3nc[nH]c23)cc1	-2.9	-2	2.0	0.5	-5	-3	-1	-14	-2	-2	2.0
Cc1ccc(CC(=O)NCCCc2ccccc2)cc1	-1.0	-2	0.9	0.2	-6	10	0	-33	-13	/	0.0
Cc1noc(C)c1CSc1nnc2n(-c3ccccc3)c(=O)c3ccccc3n12	0.2	-2	4.3	-0.3	-7	5	-2	5	-2	16	-1.9
O=C1CCCC2=C1C(c1ccc(OS(=O)(=O)c3ccc(Cl)cc3)cc1)C1=C(CCCC1=O)O2	-2.0	-1	0.2	-0.1	-5	11	-8	-1	-11	640	1.0
COCCNC(=O)CSc1ccccc1C(=O)O	-0.2	1	0.7	2.4	5	-10	5	6	7	3	0.2
CCCC1O[C@@H]2CC3C4CCC5=CC(=O)C=C[C@]5(C)C4C(OC(C)=O)C[C@]3(C)[C@]2(C(=O)COC(C)=O)O1 (stereo partly specified)	1.3	-2	2.5	0.0	9	3	0	4	-11	0	0.1
O=C(NCCc1ccccn1)c1cc2ccccc2o1	0.9	0	1.2	-1.3	2	-9	-4	10	0	8	-0.6
CC(=O)N(Cc1cc(=O)[nH]c2ccccc12)c1ccc(C)cc1C	1.0	2	3.3	1.2	-19	-7	0	1	0	5	0.2
CC(C)(C)NC(=S)N/N=C/c1cc(Br)c(O)c(Br)c1	-0.4	17	1.6	1.5	5	-1	-8	21	4	457	1.9
NC(=O)CN1C(=O)C(O)(CC(=O)c2ccccc2O)c2ccccc21 (stereo unspecified)	-0.5	2	1.1	0.1	4	3	-6	17	6	-7	2.0
O=C(O)C1=C[C@@H](C2CC2)C[C@@H](OCCCCO)O1	-0.3	1	3.7	-3.4	-4	-5	4	6	-3	-12	2.6
CCC(=O)Nc1nn(C)c2nc3c(C)cccc3cc12	-0.8	-3	2.1	-1.6	-11	6	1	-2	7	2	2.6
Cc1nnc(SCC(=O)N/N=C/c2cc(Cl)c(O)c(Cl)c2)s1	0.7	2	-1.0	1.0	-7	4	-2	8	-6	70	4.0
O=C(NC1CCCC1)C1CCC(CNS(=O)(=O)c2ccccc2)CC1 (stereo unspecified)	0.5	-1	0.4	-1.4	0	-4	2	3	-7	-11	2.5
Cc1c(C(=O)NCC2CCCO2)oc2c(Cl)cccc12 (stereo unspecified)	-0.3	-2	0.7	-1.1	-3	-18	5	-3	-13	7	1.4
Cc1ccc(-c2noc(CC(c3ccccc3)c3ccccc3)n2)cc1	0.6	-20	0.9	0.3	5	-11	3	4	-9	47	1.1
O=C1c2cccnc2C(=O)N1Cc1ccc2c(c1)OCO2	-0.8	-1	1.8	2.0	2	-1	3	-4	-3	-3	-1.9
CC(=O)c1cccc(NC(=O)C2CC(c3ccc(F)cc3)=NO2)c1 (stereo unspecified)	0.7	-1	2.8	0.5	-1	-2	0	0	-7	/	2.3
CCOC(=O)c1[nH]c(C)c(/C(O)=C2\C(=O)C(=O)N(CCN(C)C)C2c2ccncc2)c1C (stereo unspecified)	1.3	1	2.6	2.4	4	-3	15	-41	-4	-1	-0.6
CCCn1nnnc1SCC(=O)N1CCN(C(=O)c2ccco2)CC1	0.1	-4	3.6	-1.3	0	-2	0	18	5	-5	1.5
COc1cccc(OC)c1C(=O)OCC(=O)NCC(C)C	1.5	-1	1.9	-0.7	2	-1	-4	17	0	-10	2.0
O=C(/C=C/N1CCOCC1)c1ccc(-c2ccccc2)cc1	-0.3	5	/	-0.4	5	2	6	-12	6	4	-2.2
COc1ccc(N2CCN(c3ncnc4scc(-c5ccc(F)cc5)c34)CC2)cc1	0.7	-4	0.1	-0.3	9	1	4	8	-3	-25	-0.3
Cc1ccccc1NC(=O)CCN1CCCCCC1	3.6	-3	0.6	-0.7	-3	-6	-2	-8	-3	-4	3.8
COC(=O)[C@@H]1CCCN1C(=O)c1cc(COc2cccc3cccnc23)on1	0.5	3	1.0	0.9	4	-4	2	4	-4	-15	-1.4
Cc1nn(C)cc1CNC(=O)c1cccc(Br)c1	1.6	2	0.0	-0.9	-4	-3	6	10	-7	-13	0.6
CC(=O)N/C(=C\c1ccc(F)cc1)C(=O)NC(Cc1ccccc1)C(=O)O (stereo unspecified)	0.8	0	0.9	-1.8	-6	-2	-1	2	-14	-11	0.2
CCCCn1c(N)c(N(CCOC)C(=O)COC(=O)c2ccccc2OCC)c(=O)[nH]c1=O	0.7	1	3.6	4.1	-5	-8	5	19	1	-4	1.0
Cc1nn(-c2ccccc2)c2c1C(c1ccc(Cl)cc1)N(c1ccccc1)C(=O)N2 (stereo unspecified)	-0.2	3	4.0	0.3	4	-14	4	-10	-8	-1	-0.5
COC(=O)CCC(=O)Nc1sc(C)c(C)c1C(N)=O	0.1	3	-0.6	-2.3	-3	0	3	16	2	-16	-2.4
COC(=O)c1cc(CSc2nnc(NC3CCCCC3)s2)oc1C	-1.9	-2	1.7	-0.6	12	8	11*	-34	4	-12	-0.6
CC(C)(C)C(=O)Nc1nnc(COc2ccc(Cl)cc2)s1	0.4	-2	1.6	0.5	3	-3	6	-7	-7	6	0.8
O=[N+]([O-])c1ccc(S(=O)(=O)NCC(c2ccco2)N2CCc3ccccc3C2)cc1 (stereo unspecified)	-0.2	-5	4.0	-0.8	-4	-9	2	-6	0	11	0.8
Cc1ccc(C23CCC(=O)N2C(C(=O)O)CS3)c(C)c1 (stereo unspecified)	-0.4	0	1.6	-1.6	5	-2	1	-28	0	2	2.6
Cc1ccc(C2NC(=O)NC(O)(C(F)(F)F)C2C(=O)c2cccs2)o1 (stereo unspecified)	-0.8	0	-0.6	-1.5	-14	-2	1	-38	-5	-18	-0.8
CCOc1ccc(S(=O)(=O)NCCC(=O)OCC(=O)c2ccc[nH]2)cc1	-0.7	-1	1.1	0.4	0	2	2	-4	-1	-6	0.5
CC(C(=O)Nc1ccccc1C(=O)O)n1c(C(F)(F)F)nc2ccccc21 (stereo unspecified)	1.5	2	2.9	-2.8	-3	-6	/	/	-4	1	1.0
Cc1ccnc(NC(=O)c2cnc(Cl)c(Cl)c2)c1	0.6	0	1.1	1.3	6	-5	5	-23	-5	6	3.6
Cc1cc(O)c(C(C)C)cc1NC(=O)c1ccccc1Cl	/	-4	1.5	-1.6	-5	1	3	12	-8	-13	5.6
CC(=O)Nc1ccc(OC(=O)C(CCS(C)(=O)=O)N2C(=O)c3ccccc3C2=O)cc1 (stereo unspecified)	3.5	-2	0.7	1.6	-7	-1	2	-5	0	0	1.5
COc1ccc(/C=N/n2c(=O)[nH]c3c([nH]c4ccc(F)cc43)c2=O)cc1CN1CCCCC1	0.1	0	2.3	0.8	-2	6	3	-22	-3	-26	1.3
CC1(C)C(c2cccs2)=[N+]([O-])C2(CCCCC/C2=N\O)N1O (stereo unspecified)	1.8	2	0.4	1.1	10	0	-2	13	-11	-18	6.0
Cc1cccc(NC(=O)CCc2ccccc2)c1C	-0.4	0	0.3	-0.5	-12	3	6	1	-5	-7	3.0
COc1ccc(NC(=O)NNC(=O)c2ccccc2-n2cccc2)cc1OC	3.2	3	4.0	1.2	2	-8	0	20	0	-17	-0.9
O=C(COC(=O)c1ccc2ccccc2c1)NCCCc1ccccc1	-0.5	-6	5.2	0.9	-1	1	1	-24	7	-1	3.2
CCOC(=O)CSc1nc2cc(OC)ccc2cc1C#N	1.1	-7	3.0	-0.9	2	-4	3	11	2	-28	-0.4
O=C(N/N=C/c1ccc(O)cc1)c1cc(-c2ccc3c(c2)OCO3)n[nH]1	0.1	1	2.9	-3.6	-6	-10	-2	4	-9	-5	-1.3
CC(C)N(c1nnc(N)s1)C(C)C	-0.1	-1	-1.5	-0.8	2	2	2	-15	7	6	0.8
Cc1cc(C)c(N=C2CCCN2Cc2ccccc2)c(C#N)c1	0.9	-8	4.2	1.0	-3	-7	1	-1	-5	-19	4.9
CCCN1C(=O)c2ccccc2NC1c1ccc(O)c(OCC)c1 (stereo unspecified)	-3.0	0	0.6	-0.5	-2	5	0	-2	-2	3	0.7
O=C(c1ccccc1Cl)N1CCC(O)(c2cccnc2)CC1	1.9	-1	2.3	2.0	0	8	-2	5	3	-5	2.4
C=C(C)C(=O)Nc1cccc(C2=NOC3(C2)C[C@@H](C(N)=O)N(C(=O)C(=C)C)C3)c1 (stereo partly specified)	-1.4	-1	2.9	2.4	1	-1	6	-17	6	-7	1.2
O=C(O)CCN1C(=O)c2ccc(NC(=O)COc3ccccc3)cc2C1=O	0.9	-2	-0.1	0.7	-7	-4	5	-25	0	-11	2.5
CC(=O)Nc1ccc(NC(=O)CCC(=O)OCC(=O)c2cccc([N+](=O)[O-])c2)cc1	0.3	-1	2.0	0.2	-5	-5	-12	30	1	-18	4.8
CC1CN(C(=O)c2ccc(CNS(=O)(=O)c3cccc(C(F)(F)F)c3)cc2)CC(C)O1 (stereo unspecified)	0.9	0	0.2	-1.4	7	-10	1	-3	-7	146	0.9

Copied from the listing (4 entries):
SMILES	CDK5 inh	DAGLB inhibitor	phage Ecoli inh	Ecoli viability	Tat export inh	PKA-R2B act	HTR5A ag	HTR5A inv ag	PKA-R1A act	SUMO Mot1 rescue	AddAB inh
CC(C)Cc1nnc(NC(=O)CCC(=O)NC2CCCCCCC2)s1	0.1	0	2.9	0.9	-4	1	1	8	-22	379	1.7
Cc1ccc(/C=N/NC(=O)c2cccs2)cc1[N+](=O)[O-]	-0.2	-1	3.4	-0.4	-4	4	0	22	-6	0	1.5
O=C(COC(=O)c1n[nH]c2ccccc12)Nc1ccccc1Br	0.5	-2	3.3	-0.4	-7	-6	-2	6	-5	45	-0.3
CCc1cccc(CC)c1NC(=O)NC1CCCCC1	1.0	0	4.2	0.0	-5	5	3	-24	12	12	3.0

From PubChem
